# Bioassay records deposited in PubChem by several laboratories.
# Rac1 GTP hydrolysis: MgcRacGAP GTPase-activating activity inhibitors, confirmation, biochemical, ADP Hunter fluorescence | MgcRacGAP-stimulated Rac1 GTP hydrolysis, ADP Hunter fluorescence; higher % means a stronger effect; GST-tagged Rac1 F28L mutant substrate | inhibition, % at 30 µM; hits with a dose series show IC50 in µM | actives 0.6% (n = 340,000);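 active = first-screen hits whose inhibition reached a set limit at any dose in the follow-up dose series; inconclusive = inhibition above the set first-screen limit but never retested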;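 note: fluorescence reports GDP produced by GAP-driven GTP hydrolysis; strong numbers were not always called active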
# Large T inhibition: SV40 large T antigen inhibitors, biochemical (AID 1903); SV40 large T antigen ATPase/helicase inhibition assay; higher % means a stronger effect; inhibition, % at 20 µM, or IC50 in µM where a hit was titrated; actives 0.39% (n = 310,000); in the data active = a potency from the dose series; inconclusive = inhibition mostly from about 32% at the one dose, without a potency; inactive = the rest, 99 in 100 with inhibition below about 32%; note: strong numbers were not always called active
# Yfh1-off respiration: enhancers of respiration in Yfh1-depleted yeast, dose response, Friedreich's ataxia, plus single-dose screen (AID 1465). S. cerevisiae Yfh1-off respiration, WST-1 reduction, 72 h; higher fold induction means a stronger effect. fold induction at 50 µM, or EC50 in µM where a hit was titrated. actives 0.074% (n = 220,000);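 active = fold induction of absorbance versus untreated yeast above a set limit, then at least 30% activation at any dose in follow-up; inconclusive = repeats straddling the limit, or above it without dose testing; inactive = fold induction below the set limit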;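 note: activators that raise dye reduction in frataxin-depleted yeast; strong numbers were not always called active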
# GPR55 beta-arrestin: GPR55 agonists via beta-arrestin recruitment, primary screen, imaging, U2OS cells, beta-arrestin-GFP redistribution (AID 1961); activation, % at 10 µM; hits with a dose series show EC50 in µM; actives 0.048% (n = 290,000); U2OS GPR55 beta-arrestin-GFP redistribution imaging; higher % means a stronger effect;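 active = activation above 40% with more than 50 cells counted in the well; inconclusive = wells holding fewer than 50 cells, flagged as toxic or sparse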;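 note: U2OS osteosarcoma cells stably expressing GPR55 and beta-arrestin-GFP; plate controls were DMSO negative control for no effect and LPI positive control for full effect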
# NTR1 ag: NTR1-driven beta-arrestin-GFP spot formation – imaging, U2OS cells, high content, primary screen (AID 493036); agonist mode; activation, % at 20 µM; actives 0.17% (n = 330,000);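 active = activation at or above 40% of the spot to cytoplasm intensity ratio, with at least 20 cells analyzed; inconclusive = wells under 20 cells, flagged as cytotoxic or low count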;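 note: 0% = DMSO without peptide and 100% = 100 nM NTR1 peptide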
# Target sequence (P30989 whole entry, looked up): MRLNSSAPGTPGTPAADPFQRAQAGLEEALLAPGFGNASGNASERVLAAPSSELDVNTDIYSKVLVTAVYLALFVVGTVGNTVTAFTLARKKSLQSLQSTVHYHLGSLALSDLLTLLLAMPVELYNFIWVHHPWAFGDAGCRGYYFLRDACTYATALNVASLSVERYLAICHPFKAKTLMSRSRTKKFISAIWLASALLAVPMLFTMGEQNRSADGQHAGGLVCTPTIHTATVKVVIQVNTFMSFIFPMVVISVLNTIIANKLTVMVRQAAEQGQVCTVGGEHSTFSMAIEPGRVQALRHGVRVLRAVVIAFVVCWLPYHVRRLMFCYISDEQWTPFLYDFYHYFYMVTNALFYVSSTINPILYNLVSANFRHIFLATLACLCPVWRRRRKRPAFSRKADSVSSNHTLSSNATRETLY
# GPR55 LPI antagonism: inhibition of LPI-stimulated GPR55 beta-arrestin translocation – imaging, U2OS, beta-arrestin-GFP, LPI agonist, primary screen (AID 2013); actives 0.13% (n = 290,000); one-dose inhibition, % at 10 µM; IC50 in µM for titrated hits; U2OS GPR55 beta-arrestin-GFP translocation imaging, LPI antagonism; higher % means a stronger effect;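 active = spots per cell inhibited over 60%, with over 100 cells counted and total cytoplasm intensity under 500,000; inconclusive = wells with under 100 cells, flagged as likely toxic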;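 note: U2OS cells stably carrying GPR55 and arrestin-GFP stimulated by 5 µM LPI near EC80; imaged beta-arrestin-GFP aggregate spots per cell after agonist stimulation; plate controls were LPI-stimulated DMSO wells for no effect and DMSO wells without LPI for full effect; some results filed as inactive read as strong as hits; confirmed hits need IC50 under 10 µM and bright autofluorescent wells are also inconclusive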
# GPR35 arrestin U2OS: inhibition of zaprinast-stimulated GPR35 beta-arrestin translocation – imaging, U2OS, beta-arrestin-GFP, zaprinast agonist, primary screen (AID 2058); inhibition, % at 10 µM, or IC50 in µM where a hit was titrated; actives 0.052% (n = 290,000); U2OS GPR35 beta-arrestin-GFP translocation imaging, zaprinast antagonism; higher % means a stronger effect;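 active = inhibition of at least 50% with at least 30 cells and total cytoplasm GFP at most 10,000,000; inconclusive = under 30 cells or total GFP of 10,000,000 plus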
# NS5 inhibitors: Dengue-2 NS5 methyltransferase inhibitors, primary screen, biochemical, confirmation dose response (AID 588689); Dengue-2 NS5 methyltransferase capping enzyme assay, biochemical; higher % means a stronger effect; one-dose inhibition, % at 25 µM; IC50 in µM for titrated hits; actives 0.3% (n = 340,000); in the data active = a potency from the dose series; inconclusive = inhibition above about 29% without an active follow-up result
# AID2073: disruptors of CaV2.2 binding to Mint1 – biochemical, HTRF (AID 2073). inhibition, % at 20 µM; hits with a dose series show IC50 in µM. HTRF protein-protein interaction, Mint1-CaV2.2; higher % means a stronger effect. actives 0.19% (n = 290,000); in the data active = inhibition mostly above about 51%, no sharp cut-off; inconclusive = no clear call, values can overlap the other calls; inactive = mostly below about 53%; note: some results filed as inactive read as strong as hits
# NTR1 ag cell count 20 µM: also measured in NTR1 ag; calls as there; cell count; measured here: cell count, cytotoxicity flag
# NS5 inhibitors pilot replicate: further read-out of NS5 inhibitors, marked with its call; inhibition, %; measured here: pilot screen replicate inhibition
# The depositor's hits bear a star; i = inactive; u = inconclusive; x = not tested or not shown. Hits appear at their usual frequency; about 1.7% have a hit in one of these screens.
SMILES,Rac1 GTP hydrolysis,Large T inhibition,Yfh1-off respiration,GPR55 beta-arrestin,NTR1 ag,NTR1 ag cell count 20 µM,GPR55 LPI antagonism,GPR35 arrestin U2OS,NS5 inhibitors,AID2073,others
O=[N+]([O-])C1=CC=C2C(=NC3(CCCCC3)N2O)C1=NCCO,8.7%,0.7%,x,0.2%,0.0,55,14.3%,14.7%,-2.1%,-12.5%,
CCCOc1ccc(N2C(=O)CC(N3CCCC(C(=O)N4CCCC4)C3)C2=O)cc1 (stereo not drawn),11.8%,2.8%,i,-0.2%,0.2,44,-17.0%,9.9%,-7.5%,2.9%,
Cc1nc(CCNC(=O)CC2C(=O)NCCN2Cc2ccoc2)nc2c1CCCC2 (stereo not drawn),8.0%,13.1%,i,0.4%,-0.3,95,-2.0%,16.4%,9.1%,34.5%,
O=[N+]([O-])c1ccccc1/C=C/C=N/Nc1nc(N2CCCCC2)nc(N2CCCCC2)n1,7.2%,24.6%,i,0.2%,2.0,27,19.0%,-11.4%,-5.2%,0.8%,
COc1ccc(-c2noc(C3CCCN(C(=O)c4ccccc4OC)C3)n2)cc1 (stereo not drawn),11.2%,12.8%,x,-0.1%,1.8,63,13.4%,0.9%,0.0%,-8.7%,NS5 inhibitors pilot replicate=0.9
O=c1cc(-c2ccccc2F)oc2ccccc12,11.6%,28.2%,i,-0.2%,-0.5,97,-0.5%,4.0%,-16.5%,-2.9%,
O=C(c1cccc(F)c1)N1CCN(c2cccc(C(F)(F)F)c2)CC1,5.5%,19.7%,i,-0.3%,-0.8,101,4.9%,1.0%,1.6%,-7.9%,
CC(C)NS(=O)(=O)c1ccc(NC(=O)C(C)Oc2ccc(C(=O)c3ccccc3)cc2)cc1 (stereo not drawn),5.9%,-0.5%,i,-0.3%,13.1,61,13.6%,17.9%,0.3%,u,
COc1ccc(CCNC(=O)C(=O)NCC2OCCN2S(=O)(=O)c2ccc(OC)c(OC)c2)cc1OC (stereo not drawn),5.5%,12.3%,x,0.0%,-0.4,52,14.7%,10.6%,-0.7%,3.7%,
N#Cc1cc([N+](=O)[O-])cnc1NCC(O)CO (stereo not drawn),9.5%,0.9%,i,0.0%,5.2,94,-0.8%,-8.0%,-2.3%,10.1%,
CCC(C)(C)C(=O)Nc1ncc(S(=O)(=O)c2ccc([N+](=O)[O-])cc2)s1,5.7%,-0.5%,i,-0.2%,17.3,105,0.5%,-17.4%,3.1%,7.0%,
C=CCn1cc(C(=O)OC)c(=O)c2cc(S(=O)(=O)N3CCCCCC3)ccc21,-6.5%,6.8%,i,-0.6%,0.6,25,10.6%,-5.4%,-3.1%,11.9%,
CCOC(=O)c1ccccc1NC(=O)COC(=O)CCCOc1ccccc1,3.1%,0.6%,x,x,2.5,58,x,x,4.3%,x,
Cc1ccc(N(C(=O)Cn2nnc3ccccc32)C(C(=O)NCc2ccco2)c2cccnc2)cc1 (stereo not drawn),7.1%,-0.6%,i,-0.1%,2.1,57,-10.7%,10.3%,-4.8%,40.4%,
CC(C)(C)c1cc(C(=O)NCC(=O)OCC(=O)c2cccc([N+](=O)[O-])c2)cc(C(C)(C)C)c1,5.2%,9.9%,i,0.2%,2.6,57,-5.3%,3.7%,-8.2%,22.6%,
Cc1ccc(OC(=O)NC2CCS(=O)(=O)C2)cc1C (stereo not drawn),5.9%,4.6%,i,-0.1%,1.0,58,6.2%,-2.6%,1.6%,-8.2%,
CCN(c1ccccc1)S(=O)(=O)c1ccc(Cl)c(NC(=O)CSc2nncn2C)c1,10.7%,1.3%,i,0.2%,0.0,36,5.7%,-10.4%,1.0%,-3.3%,
COc1ccc(NC(=O)COC(=O)COc2cccc3c2OC(C)(C)C3)cc1,5.3%,3.7%,x,x,-0.3,80,x,x,5.8%,x,
Cc1ccc(NC(=O)CSCc2cc(=O)n3ccsc3n2)cc1,11.6%,14.2%,x,-0.1%,-0.7,62,-0.5%,-5.6%,0.9%,11.6%,
Cc1ccccc1NC(=S)N1CCN(C(=O)c2ccco2)CC1,2.5%,-0.2%,i,-0.1%,0.6,90,-6.5%,-12.0%,-8.2%,-3.7%,
CCOc1cc(/C=C2\SC(=NC)N(C)C2=O)cc(Cl)c1OC(C)=O,x,55.1%,x,0.3%,4.2,92,12.5%,3.0%,-4.6%,-1.9%,
Cc1cccc(C)c1-n1c(C)cc(/C=N/NC(=O)CSc2ncccn2)c1C,7.5%,9.9%,i,-0.3%,0.3,79,-8.1%,-5.9%,0.7%,2.3%,
CCOc1cc(/C=C(\C#N)C(=O)Nc2cccc(C(=O)O)c2)ccc1OCc1ccccc1Cl,6.8%,14.5%,x,3.4%,4.5,41,2.4%,-10.5%,0.0%,10.0%,
Cc1ccc(OCC(=O)N2CC(C)OC(C)C2)c([N+](=O)[O-])n1 (stereo not drawn),1.5%,25.6%,i,1.2%,-1.4,76,11.7%,-18.2%,3.0%,-1.5%,
CC(C)(C)N(NC(=O)Nc1ccccc1)C(=O)c1ccccc1,7.8%,4.0%,i,0.7%,0.2,55,7.1%,8.3%,-3.2%,5.4%,

# Going on with the list.
SMILES,Rac1 GTP hydrolysis,Large T inhibition,Yfh1-off respiration,GPR55 beta-arrestin,NTR1 ag,NTR1 ag cell count 20 µM,GPR55 LPI antagonism,GPR35 arrestin U2OS,NS5 inhibitors,AID2073,others
CC(=O)Nc1ccc(NC(=O)c2ccc(CN3CCc4ccccc4C3)cc2)cc1,5.6%,-3.2%,x,0.4%,-1.0,66,7.9%,-7.7%,x,3.5%,
C/C(CC(=O)NC(C)C)=N\NC(=O)C(c1ccccc1)c1ccccc1,10.6%,1.2%,i,-0.1%,-1.1,75,0.8%,27.0%,-12.8%,11.7%,
CC(C)(C)n1ncc2c(=O)n(Cc3ccc(Cl)c(Cl)c3)cnc21,0.2%,2.0%,i,0.7%,12.5,55,6.0%,-2.5%,-1.4%,-0.3%,
O=c1nc2n(c3cc(Cl)c(S(=O)(=O)N4CCOCC4)cc13)CCCCC2,8.6%,-2.3%,i,-0.2%,0.6,29,4.6%,-1.5%,-3.8%,6.4%,
CC(C)n1c(=S)[nH]c2cc(Cl)ccc21,3.6%,11.9%,i,0.5%,0.3,61,15.6%,6.6%,3.1%,-11.2%,
COc1cccc(OCCOc2ccc(/C=C3/SC(=S)NC3=O)cc2)c1,8.4%,7.9%,x,0.8%,x,x,-6.7%,-1.4%,-13.1%,34.9%,
FC(F)(F)c1cccc(Cc2noc(CN3CCSCC3)n2)c1,1.4%,2.6%,i,0.4%,-0.3,67,23.2%,-7.6%,-1.5%,6.8%,
CC(C)(CC(=O)O)CC(=O)N1CCCN(c2nccc(C(F)(F)F)n2)CC1,6.7%,-7.4%,x,-0.1%,0.0,56,-3.7%,-3.0%,0.7%,1.6%,
CCc1cc(C)c(O)c(CC)n1,7.4%,1.3%,i,0.6%,-0.6,49,16.6%,1.7%,-2.2%,-8.9%,
Cc1ccc(C(C)C)c(OCc2nn(CC(=O)c3ccc(Cl)cc3)c3[n+]2CCCCC3)c1,2.9%,7.6%,i,-0.3%,27.7,66,25.1%,-6.3%,-6.0%,23.1%,
CC(=O)Nc1ccc(S(=O)(=O)NNC(=O)COc2ccc(Cl)cc2Cl)cc1,2.0%,16.7%,x,0.2%,-0.4,59,-10.8%,9.4%,-3.0%,-3.2%,
N=c1c(S(=O)(=O)c2ccccc2)cc2c(=O)n3ccccc3nc2n1Cc1cccnc1,3.0%,0.6%,x,x,-0.2,67,x,x,u,x,
NC(=O)c1nsc(C(=O)N(c2ccccc2F)C(C(=O)NCc2ccc(F)cc2)c2ccc(O)cc2)c1N (stereo not drawn),8.2%,12.7%,x,-0.4%,6.5,59,12.6%,15.6%,2.9%,-1.6%,
COCCn1c(-c2ccc(SC)cc2)nc2c1c(=O)[nH]c(=O)n2CC(C)C,3.8%,7.4%,x,-0.2%,3.3,49,-5.7%,-5.4%,-10.5%,20.1%,
CC(C)(C)NC(=O)Cn1nnc(-c2ccc(OCc3c(F)cccc3Cl)cc2)n1,8.2%,9.9%,x,-0.3%,5.9,60,14.2%,-1.9%,-3.4%,5.9%,
Cc1nc2nc(-c3ccccc3)cc(=O)n2[nH]1,4.5%,-0.9%,i,-0.1%,-2.2,100,11.8%,6.5%,-6.5%,4.6%,
CN(C)S(=O)(=O)c1cccc(NC(=O)c2cc(-c3cccs3)nn2-c2cccc(Cl)c2)c1,10.9%,8.3%,i,0.0%,5.1,45,9.1%,-0.6%,-1.6%,19.1%,
COc1ccc(S(=O)(=O)Nc2ccc(OCC(=O)O)cc2)c2ccccc12,11.8%,25.9%,x,-0.1%,0.9,98,5.6%,10.0%,-3.9%,8.5%,
N#Cc1c(NC(=O)C2CC(Cl)=CCC2C(=O)O)sc2c1CCCCC2 (stereo not drawn),-2.2%,18.8%,i,-0.1%,x,x,0.2%,-1.9%,15.5%,-2.5%,
O=C(CSc1nc2ccccc2c2nc3ccccc3n12)NCc1ccco1,9.3%,13.6%,i,-0.2%,-0.1,102,4.1%,18.7%,1.6%,46.8%,
COc1ccccc1C(=O)Nc1ncc2c(n1)CC(c1ccco1)CC2=O (stereo not drawn),13.5%,16.0%,i,-0.2%,-0.5,41,-4.5%,13.0%,-1.4%,30.9%,
O=C(CCC1CCCN(C(=O)CC2=CCCCC2)C1)N1CCN(c2ccccn2)CC1 (stereo not drawn),2.2%,x,i,0.3%,3.2,27,3.6%,24.9%,-2.9%,0.2%,
N#Cc1ccc(OCC(=O)OCC(=O)Nc2ccc(N3CCOCC3)cc2)cc1,8.0%,21.6%,x,x,0.9,51,x,x,-0.7%,x,
CN(C1CCCCC1)S(=O)(=O)c1ccc2c(c1)c(=O)c(C(=O)NCCCN1CCCC1)cn2C,4.0%,8.5%,i,0.8%,-2.5,56,7.3%,-4.7%,-9.4%,10.6%,
CCC(CC)C(=O)Nc1nnc(S(=O)(=O)N(CC)c2ccc(OC)cc2)s1,x,4.0%,x,0.0%,2.5,97,7.6%,1.0%,-7.2%,-4.0%,
